# Screening data (PubChem BioAssay)
# NPC1 promoter act: qHTS Assay for NPC1 Promoter Activators; Huh7 NPC1 promoter luciferase reporter, 24 h; Potency, µM (highest dose often 9.22 µM), inactives show at the highest dose activation, usual class: activators; actives 2.4% (n = 320,000); AID 485313, 2010;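 note: potency is the fitted concentration of half-maximal effect; % of control where 0% means no effect; nearly all actives have a fitted effect of over 60% in size; reporter is driven by a mutant NPC1 promoter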
#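 Stably transfected Huh7 (NPC1 promoter→luciferase), 1500 cells/well in Opti-MEM + 10% FBS, 2 h settle, then compound 24 h at 37 °C. Luminescence after 10 min with Amplite reagent.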
# Gal4-VP16 FLuc: VP16 counterscreen qHTS for inhibitors of ROR gamma transcriptional activity; Drosophila S2 Gal4-VP16 UAS-luciferase, luminescence, 20 h; Potency, µM (highest dose often 53.6 µM), inactives show top-dose activity, negative = inhibition, actives largely listed as inhibitors; actives 3.5% (n = 310,000); AID 2546, 2010;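 note: Gal4-VP16 expression switched on by copper sulfate through the metallothionein promoter; potency is the fitted concentration of half-maximal effect; % is set by controls: 0 for no effect and ±100 for the full control effect; nearly all actives have a fitted effect of over 50% in size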
# Giardia kill: Small Molecules that selectively kill Giardia lamblia: qHTS | actives 0.15% (n = 340,000) | Giardia lamblia trophozoite viability | activity change, % at 7.66 µM, hits read low | AID 540267, 2011; in the data active = activity change below about -80%; inconclusive = between about -30% and that limit;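 note: parasites exposed to compound for two days anaerobically before the ATP read; % is set by controls: 0 for no effect and ±100 for the full control effect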
#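 Luminescence from cellular ATP indicates surviving trophozoites (100 cells/well) following 48 hrs anaerobic compound treatment at 37 deg C; signal develops 15-30 min at room temperature.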
# ELG1 genotox: qHTS screen for small molecules that induce genotoxicity in human embryonic kidney (HEK293T) cells expressing luciferase-tagged ELG1. actives 1.3% (n = 330,000). AID 504466, 2011. Potency, µM (series often up to 46 µM), for inactives: at the top dose activity change, positive = activation, most hits filed as activators. HEK293T ELG1-luciferase reporter, luminescence, 16 h; note: potency is the fitted concentration of half-maximal effect; % of control where 0% means no effect; nearly all actives have a fitted effect of over 60% in size
#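 Reporter readout depends on ELG1 protein level, which increases with genetic stress. After 16 hr compound exposure at 37 °C, luciferase activity was quantified using ONE-Glo.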
# KCNH2 3.1 inh: qHTS for Inhibitors of KCHN2 3.1: Mutant qHTS; Potassium voltage-gated channel subfamily H member 2, brain isoform KCNH2 3.1 (human); U2OS KCNH2 3.1, thallium flux FluxOr; stronger effect = lower value; activity change, % (tested at about 1.8 µM); actives 0.95% (n = 340,000);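 active = maximum activity change below -70%; inconclusive = maximum activity change from -70% to -50%; inactive = maximum activity change above -50%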;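 note: thallium influx rate constant from kinetic fluorescence after stimulation buffer; % is set by controls: 0 for no effect and ±100 for the full control effect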
#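 Measured as rate of thallium-driven FluxOr signal in transduced U2OS cells carrying the 3.1 channel, read kinetically for 2 min upon stimulation; values are rate constants scaled to DMSO control wells.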
# FLuc modulator: qHTS profiling assay for firefly luciferase inhibitor/activator using purifed enzyme and Km concentrations of substrates (counterscreen for miR-21 project); Luciferin 4-monooxygenase (Photinus pyralis), P08659; purified FLuc, Km substrates, luminescence inhibition; Potency, µM (highest dose often 57.5 µM), without a hit: at the top dose activity change, negative = inhibition, actives largely listed as inhibitors; actives 6.9% (n = 360,000);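 note: potency is the fitted concentration of half-maximal effect; plate controls were vehicle for no effect and reference inhibitor for full effect; nearly all actives have a fitted effect of over 55% in size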
#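 Biochemical qHTS of compounds, final roughly 60 µM downward over six points, against 10 nM purified firefly luciferase using Km concentrations of substrates (10 uM D-luciferin, 10 uM ATP) in Tris acetate pH 7.5 buffer; luminescence output.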
# RORgamma inh: qHTS for inhibitors of ROR gamma transcriptional activity; actives 5.4% (n = 310,000); Drosophila S2 Gal4-RORgamma UAS-luciferase reporter, 20 h; Potency, µM (highest dose often 53.6 µM), for the others: at the top dose activity change, negative = inhibition, hits mostly inhibitors; note: potency is the fitted concentration of half-maximal effect; % is set by controls: 0 for no effect and ±100 for the full control effect; nearly all actives have a fitted effect of over 60% in size
# Target sequence (P51450 whole entry, looked up, the tested form may be a part): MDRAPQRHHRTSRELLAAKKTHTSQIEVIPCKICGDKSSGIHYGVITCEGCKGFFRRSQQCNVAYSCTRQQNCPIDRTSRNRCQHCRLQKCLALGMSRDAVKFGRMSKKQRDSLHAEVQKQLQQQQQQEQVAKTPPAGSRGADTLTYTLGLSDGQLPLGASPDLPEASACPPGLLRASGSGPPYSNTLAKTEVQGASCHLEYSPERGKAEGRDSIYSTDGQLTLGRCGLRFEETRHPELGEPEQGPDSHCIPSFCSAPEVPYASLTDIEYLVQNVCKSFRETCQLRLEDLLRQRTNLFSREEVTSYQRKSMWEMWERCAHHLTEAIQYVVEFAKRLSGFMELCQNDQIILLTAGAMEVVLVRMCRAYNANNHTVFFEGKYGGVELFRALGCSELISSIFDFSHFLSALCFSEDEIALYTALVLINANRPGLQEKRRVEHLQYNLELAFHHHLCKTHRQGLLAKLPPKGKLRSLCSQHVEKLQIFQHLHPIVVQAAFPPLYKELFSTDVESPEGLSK
#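 Drosophila Schneider cells stably carrying a metallothionein-driven Gal4 DBD–ROR gamma fusion and a UAS-Photinus luciferase reporter were exposed to compound for 1 hr, then induced with copper sulfate (700 uM final) for 20 hr at ambient temperature before luminescence reading.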
# uPA generation: qHTS for Inhibitors of Cell Surface uPA Generation. cell surface uPA generation assay, qHTS. Potency, µM (doses to about 38.3 µM), inactives show top-dose activity change, negative = inhibition, hits mostly inhibitors. actives 0.31% (n = 330,000); active = well fitted inhibition curve with a large enough effect; inconclusive = small, poorly fitted or top-dose-only effect; inactive = no such curve, though single readings can be large or run the other way; tested in mouse RAW 264.7 cells; note: potency is the fitted concentration of half-maximal effect; % is set by controls: 0 for no effect and ±100 for the full control effect; nearly all actives have a fitted effect of over 55% in size
# Tb PFK inh: qHTS Assay to Find Inhibitors of T. brucei phosphofructokinase. T. brucei PFK, ADP-Glo luminescence. Potency, µM (doses to about 57.5 µM), for the others: top-dose activity, negative = inhibition, most hits filed as inhibitors. actives 0.17% (n = 330,000). AID 485367, 2010;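 note: potency is the fitted concentration of half-maximal effect; 0% = uninhibited 1x PFK enzyme wells and -100% = no-enzyme wells; nearly all actives have a fitted effect of over 60% in size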
# Target sequence (O15648 whole entry, looked up): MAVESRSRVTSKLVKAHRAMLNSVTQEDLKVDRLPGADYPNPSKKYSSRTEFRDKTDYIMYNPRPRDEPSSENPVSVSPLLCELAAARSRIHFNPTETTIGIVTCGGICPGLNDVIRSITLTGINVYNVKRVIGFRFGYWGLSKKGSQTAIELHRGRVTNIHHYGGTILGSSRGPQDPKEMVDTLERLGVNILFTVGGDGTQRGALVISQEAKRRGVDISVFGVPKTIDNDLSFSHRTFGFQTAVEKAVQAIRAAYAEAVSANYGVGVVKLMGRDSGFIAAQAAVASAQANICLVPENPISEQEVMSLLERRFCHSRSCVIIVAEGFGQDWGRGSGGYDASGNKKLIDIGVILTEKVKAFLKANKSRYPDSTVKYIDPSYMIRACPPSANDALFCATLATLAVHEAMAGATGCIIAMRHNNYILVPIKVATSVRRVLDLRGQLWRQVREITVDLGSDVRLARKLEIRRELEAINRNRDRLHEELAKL
#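 Activity is normalized to no-enzyme wells (full inhibition) and 1.25 nM enzyme wells (no inhibition). Reaction: 0.5 mM F6P, 0.1 mM ATP, 45 min RT, ADP-Glo luminescence; concentration-response curves fitted and classed by quality.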
# Coupling enz: qHTS Assay for Inhibitors of Fructose-1,6-bisphosphate Aldolase from Giardia Lamblia: Coupling assay counterscreen | coupling enzyme system counterscreen, AmpLite Red fluorescence | activity change, negative = inhibition, % at 58.2 µM, hits read low | actives 0.67% (n = 290,000); in the data active = activity change below about -30%; note: % is set by controls: 0 for no effect and ±100 for the full control effect
#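 Final compound at 57.5 uM, incubated 10 min at RT with coupling enzyme reagent (glyceraldehyde-3-phosphate), then 20 min with substrate and AmpLite Red detection. Fluorescence read at 525/598 nm; tests interference with the coupling assay, not aldolase inhibition.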
# Rab9 promoter act: qHTS Assay for Rab9 Promoter Activators | actives 2.8% (n = 320,000) | Huh7 Rab9 promoter-luciferase reporter, luminescence, 24 h | AID 485297, 2010 | Potency, µM (doses to about 9.22 µM), for inactives: at the highest dose activation, negative = inhibition, actives largely listed as activators; note: potency is the fitted concentration of half-maximal effect; % of control where 0% means no effect; nearly all actives have a fitted effect of over 60% in size
#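 Luciferase signal after 10 min detection reagent at ambient indicates Rab9 promoter upregulation; stably transfected Huh7 cells were treated 24 h with compound in DMSO at 37 °C, 5% CO2.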
# * = called active by the depositor; ? = inconclusive; / = no result given; [ ] = dose if it differs, or a comment. Unless noted, calls come from the whole dose curve; as a rule, active = well fitted curve in the direction sought with a large enough effect; inconclusive = small, poorly fitted or top-dose-only effect, or another doubt; inactive = no such curve, though single readings can be large; an effect the other way counts as inactive or inconclusive.
SMILES,NPC1 promoter act,Gal4-VP16 FLuc,Giardia kill,ELG1 genotox,KCNH2 3.1 inh,FLuc modulator,RORgamma inh,uPA generation,Tb PFK inh,Coupling enz,Rab9 promoter act
O=C1CCc2cc(NS(=O)(=O)c3ccc(Br)cc3)cc3c2N1CC3,0%,/,0,21%,-5,-2%,/,-2%,-5%,/,0%
Cc1cc(NC(=O)CC2Oc3ccccc3NC2=O)ccc1Br (stereo not given),4%,-3%,18,0%,12,-3%,9%,-4%,-9%,2,-3%
CC(=O)N1CCc2cc(S(=O)(=O)NC(CC(C)C)C(=O)N3CCc4ccccc4C3)ccc21 (stereo not given),-3%,-1%,-9,-1%,-7,2%,-6%,2%,1%,0,-1%
O=C(NCc1ccccn1)C(=O)Nc1nc(-c2ccccc2)cs1,4%,?,5,4%,18,-17%,10µM*,-2%,1%,0,8%
Cc1c(C(=O)N2CCCCC2)oc2ccc(S(=O)(=O)N3CC(C)CC(C)C3)cc12 (stereo not given),-14%,?,7,-14%,14,-2%,?,-9%,1%,0,-23%
CCN(C(=O)c1ccccc1)c1ccc([N+](=O)[O-])cc1,-3%,-3%,-4,1%,15,2%,2%,-6%,-5%,10,-3%
CCN(CC)C(=O)[C@H]1C[C@H](CC(=O)NCCCn2ccnc2)C(=O)N2CCc3c([nH]c4ccc(Cl)cc34)[C@]12C,/,/,6,4%,-6,/,/,-4%,-6%,/,/
Cc1ccccc1NC(=O)CN(C)S(=O)(=O)c1ccc(-c2ccc(=O)[nH]n2)s1,-2%,4%,5,4%,2,1%,-9%,3%,0%,/,-1%
Cc1ccsc1C(=O)NCCc1ccc(S(N)(=O)=O)cc1,1%,-11%,45[activator],1%,7,1%,32%,2%,-4%,0,0%
COc1cccc(CNC(=O)CCC2CCCN(Cc3ccc4c(c3)CCO4)C2)c1 (stereo not given),-5%,1%,8,-4%,0,3%,-9%,-9%,-5%,3,-3%
COc1ccc(CCNC(=O)CCn2c(=O)oc3ccccc32)cc1OC,2%,17%,-16,4%,31,-1%,13%,-19%,0%,1,-5%
O=C(CNC(=O)c1ccc(Cl)cc1Cl)OCCCn1c(=O)[nH]c2ccccc21,1%,/,3,3%,-4,-14%,/,2%,1%,/,-1%
O=C(Nc1cccc(O)c1)c1ccccc1[N+](=O)[O-],-4%,-2%,6,1%,-36,5%,2%,3%,0%,0,-9%
COc1ccc(-c2c(=O)n(OCc3nc4ccccc4[nH]3)c3ccccc3[n+]2[O-])cc1,3%,-1%,-23,0%,4,?,14%,-3%,-8%,-1,0%
CC1(C)Oc2ccc3ccc(=O)oc3c2/C(=C/NC2CCCCC2)C1=O,-2%,4%,2,-1%,7,0%,5%,1%,-1%,0,-3%
Cc1cc2cc(CNC(=O)c3ccc4c(c3)OCO4)ccc2n1C,-1%,0%,-8,3%,-10,-15%,10%,4%,-5%,0,-3%
Cc1c(-c2ccccc2)nc2ccccc2c1C(=O)Oc1ccc([N+](=O)[O-])cc1,-6%,-2%,7,-5%,-77*,2%,18%,4%,-1%,/,-12%
O=C(CCC(=O)c1ccc(F)cc1)Nc1cccc(C(F)(F)F)c1,2%,-2%,4,2%,-13,0%,-18%,-4%,1%,-2,-3%
O=C(OCC(=O)N1CCCC1)c1ccccc1C(=O)c1ccccc1,2%,/,15,3%,3,-16%,/,4%,0%,/,0%
C[C@H](NC(=O)OC(C)(C)C)c1nnc(SCC(=O)Nc2ccc(Br)cc2)o1,22%,3%,4,2%,-17,?,11%,-1%,1%,5,-3%

# Five compounds already listed, sorted by formula weight, highest first.
SMILES,NPC1 promoter act,Gal4-VP16 FLuc,Giardia kill,ELG1 genotox,KCNH2 3.1 inh,FLuc modulator,RORgamma inh,uPA generation,Tb PFK inh,Coupling enz,Rab9 promoter act
C[C@H](NC(=O)OC(C)(C)C)c1nnc(SCC(=O)Nc2ccc(Br)cc2)o1,22%,3%,4,2%,-17,?,11%,-1%,1%,5,-3%
Cc1c(-c2ccccc2)nc2ccccc2c1C(=O)Oc1ccc([N+](=O)[O-])cc1,-6%,-2%,7,-5%,-77*,2%,18%,4%,-1%,/,-12%
CC1(C)Oc2ccc3ccc(=O)oc3c2/C(=C/NC2CCCCC2)C1=O,-2%,4%,2,-1%,7,0%,5%,1%,-1%,0,-3%
O=C(CCC(=O)c1ccc(F)cc1)Nc1cccc(C(F)(F)F)c1,2%,-2%,4,2%,-13,0%,-18%,-4%,1%,-2,-3%
Cc1cc2cc(CNC(=O)c3ccc4c(c3)OCO4)ccc2n1C,-1%,0%,-8,3%,-10,-15%,10%,4%,-5%,0,-3%

# (cont.)
SMILES,NPC1 promoter act,Gal4-VP16 FLuc,Giardia kill,ELG1 genotox,KCNH2 3.1 inh,FLuc modulator,RORgamma inh,uPA generation,Tb PFK inh,Coupling enz,Rab9 promoter act
CNC(=S)Nc1cccc(C(=O)O)c1,0%,-1%,-8,-2%,42,-6%,5%,15%,0%,0,-2%
C=CCn1c(COc2ccc(Cl)cc2)nnc1SCC(=O)N/N=C/c1ccccc1,-1%,-7%,-5,1%,6,-11%,19%,8%,1%,0,9%
CC1Cc2ccccc2N1C(=O)CCNS(=O)(=O)c1ccc2c(c1)CCC(=O)N2 (stereo not given),-3%,-5%,-3,-2%,-6,5%,16%,5%,-4%,-1,4%
COc1ccccc1OCC(=O)Nc1cccc(-c2nc3ccccc3o2)c1,2%,4%,3,-2%,12,7.6µM*,29%,-19%,-2%,0,10%
O=C(NC1CCCCCCC1)c1cc([N+](=O)[O-])ccc1Cl,-1%,3%,12,-5%,0,-1%,-1%,?,4%,-3,-2%
Cc1ccc(-c2nnc(SCc3nc(N)nc(Nc4ccccc4C)n3)n2N)cc1,-2%,-2%,16,1%,-2,?,1%,-3%,2%,1,-3%
COc1ccc(CNC(=O)C2CCC(=O)N(CC3CCCCC3)C2)cc1 (stereo not given),6%,1%,21,11%,-3,5%,-1%,2%,2%,/,-1%
CC1=C(C(=O)Nc2ccccc2)C(c2ccco2)C(C#N)=C(SCc2ccccc2)N1 (stereo not given),-1%,-3%,/,-10%,/,0%,3%,/,-2%,-2,0%
COc1ccc(C(=O)O/N=C(\N)c2ccccn2)cc1,0.11µM*,18µM*,-7,?,14,0.095µM*,14µM*,-3%,15µM*,-1,0.4µM*
CN1CCN(C2CC(=O)N(CCc3ccccc3)C2=O)CC1 (stereo not given),-2%,-6%,-4,0%,-7,0%,8%,-7%,-6%,1,-7%

# Next section, starting with the last two of the part before.
SMILES,NPC1 promoter act,Gal4-VP16 FLuc,Giardia kill,ELG1 genotox,KCNH2 3.1 inh,FLuc modulator,RORgamma inh,uPA generation,Tb PFK inh,Coupling enz,Rab9 promoter act
COc1ccc(C(=O)O/N=C(\N)c2ccccn2)cc1,0.11µM*,18µM*,-7,?,14,0.095µM*,14µM*,-3%,15µM*,-1,0.4µM*
CN1CCN(C2CC(=O)N(CCc3ccccc3)C2=O)CC1 (stereo not given),-2%,-6%,-4,0%,-7,0%,8%,-7%,-6%,1,-7%
CCn1nc(NC(=O)c2cccs2)c2cc3ccccc3nc21,-3%,0%,-10,-15%,-13,?,26%,1%,0%,-4,-6%
O=C(CSc1nc2ccccc2s1)NC1CCCC1,-4%,20%,10,-1%,12,-26%,-37%,-3%,3%,8,2%
CC(=O)Nc1ccc(S(=O)(=O)NNC(=O)c2cccc3ccccc23)cc1,-1%,4%,7,-1%,-6,-17%,1%,-4%,-4%,2,-4%
Cc1ccc2c(O)c(C)c(=O)[nH]c2n1,-1%,-6%,22,0%,-8,0%,-7%,5%,-15%,1,7%
Cc1ccc(C(=O)N2CCCC2)cc1S(=O)(=O)N1CCCCC1,0%,-7%,7,11%,0,-1%,6%,1%,2%,/,-2%
N#CC1=C(N)NC(SCc2ccc(Br)cc2)=C(C#N)C12CCCCC2,-4%,?,4,-9%,-12,?,62%,-9%,-1%,-4,1%
O=C(Oc1ccccc1Cl)C1CCN(C(=O)c2ccc(F)cc2)CC1,0%,/,-2,3%,-2,-2%,/,0%,-5%,/,2%
C/C=C/c1ccc(OCC(O)CNCCc2ccc(OC)cc2)c(OC)c1 (stereo not given),-7%,2%,-5,-4%,-71*,2%,-1%,-8%,-1%,0,0%
CC(C)Oc1ccc(C(=O)Nc2ncn[nH]2)cc1,?,?,2,?,-3,?,?,-1%,3%,2,?
